Screens deposited in PubChem BioAssay by Broad Institute.
SIRT5 block: SIRT5 desuccinylase inhibitors, primary screen, biochemical, fluorescence imaging, single point, set 5; NAD-dependent protein deacylase sirtuin-5, mitochondrial (Homo sapiens), Q9NXA8; Purified SirT5, succinyl-peptide AMC, trypsin-coupled fluorescence; inhibition, % at 15 µM; 330,000 compounds, 1.1% hits; AID 652115, 2013; in the data active = inhibition above about 15%; inconclusive = no clear call, values can overlap the other calls
Target sequence (Q9NXA8 whole entry, looked up): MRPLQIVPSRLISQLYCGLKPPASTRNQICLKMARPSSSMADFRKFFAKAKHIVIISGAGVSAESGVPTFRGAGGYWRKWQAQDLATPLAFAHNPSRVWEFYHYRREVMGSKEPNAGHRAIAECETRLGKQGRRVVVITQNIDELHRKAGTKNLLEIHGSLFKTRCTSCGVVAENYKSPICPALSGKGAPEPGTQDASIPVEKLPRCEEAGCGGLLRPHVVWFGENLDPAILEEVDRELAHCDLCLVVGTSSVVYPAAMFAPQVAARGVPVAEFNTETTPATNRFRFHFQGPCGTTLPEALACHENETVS
LGR2 antag: inhibitors of bursicon-induced LGR2 CRE-luciferase signal, primary screen, cell-based, HEK293, CRE-luciferase reporter, bursicon stimulation. Drosophila bursicon receptor LGR2 (rickets). bursicon-stimulated, 4 h. inhibition, % at 9.99 µM. 380,000 compounds, 0.35% hits. AID 720647, 2013;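 active = drop in luminescence signal, shown as inhibition above about 50% in the replicate tests, limit read from the data, passing the limit was not always enough; inconclusive = probably only some replicates passing the limit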;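 also: agonist challenge used bursicon conditioned medium at about half maximal strength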
DENV2 CPE: inhibitors of DENV2 cytopathic effect, primary screen, cell-based, plate reader, single concentration; 350,000 compounds, 1.7% hits; DENV2-infected cells, cytopathic effect rescue; CPE inhibition, % at 9.99 µM; in the data active = CPE inhibition above about 20%, passing the limit was not always enough; inconclusive = no clear call, values can overlap the other calls; tested in BHK-21 cells;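 also: 0% = median of neutral control wells and 100% = median of positive control wells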
EWS-Fli inh: EWS/Fli-driven NR0B1 reporter inhibitors, primary screen, A673 cells, NR0B1 luciferase, luminescence, MLPCN library. viability-normalised. AID 651661, 2012. inhibition, % at 12.6 µM. 350,000 compounds, 0.67% hits;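 active = mean inhibition of at least 50% after viability correction, with every replicate also passing that limit; inconclusive = mean reaches 50% but only one of two replicates passes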;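 also: firefly luciferase signal divided by Alamar Blue viability fluorescence both relative to DMSO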
PAX8 inh HTS: inhibitors of PAX8-driven TPO luciferase reporter, primary screen, RMG-I cells, single concentration | 360,000 compounds, 1.2% hits | AID 652154, 2013 | SteadyGlo, 24 h | inhibition, % at 12.6 µM;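 active = mean replicate inhibition at least 60% with every replicate also reaching 60%; inconclusive = only one of the two criteria is met; inactive = mean below 60% and not all replicates reaching 60%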;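 also: luciferase light reporting Pax8 driven TPO promoter activity; plate controls were median of neutral control wells for no effect and mitoxantrone controls for full effect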
ARNT-TACC3 inh: disruptors of ARNT/TACC3 protein interaction, primary screen, biochemical, AlphaScreen, single concentration. Transforming acidic coiled-coil-containing protein 3 (Homo sapiens), Q9Y6A5. AlphaScreen His-ARNT PAS-B/GST-TACC3 binding, luminescence; TACC3 fragment carries E629A point mutation. inhibition, % at 9.99 µM. 390,000 compounds, 0.66% hits. AID 623870, 2012;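 active = mean inhibition of replicates at least 50% and at least half of replicates each reaching 50%; inconclusive = half or more replicates reach 50% but mean below 50%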;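 also: 0% = complete ARNT plus TACC3 wells and 100% = ARNT alone without TACC3; many hits fall short of the cut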
Casp6 inh: human caspase-6 inhibitors, primary screen, biochemical, VEID-R110 fluorescence, single point, set 2 | P55212 | purified caspase-6, Z-VEID-R110 cleavage fluorescence | inhibition, % at 12.5 µM | 350,000 compounds, 0.53% hits | AID 686996, 2013;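 active = mean inhibition across replicates at least about 35%, with every replicate also reaching that limit, limit read from the data; inconclusive = only one of the two criteria met; inactive = neither criterion met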;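 also: 0% = median of neutral control wells and 100% = no fluorescence left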
Target sequence (P55212 24-179 limits assumed): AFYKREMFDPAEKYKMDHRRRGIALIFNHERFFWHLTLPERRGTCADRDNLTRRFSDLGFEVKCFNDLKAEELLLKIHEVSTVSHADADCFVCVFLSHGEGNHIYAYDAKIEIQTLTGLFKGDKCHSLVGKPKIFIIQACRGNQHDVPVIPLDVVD
Target sequence (P55212 194-293 limits assumed): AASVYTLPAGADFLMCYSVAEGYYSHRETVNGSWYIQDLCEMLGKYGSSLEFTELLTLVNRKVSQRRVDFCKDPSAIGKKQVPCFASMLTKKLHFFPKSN
Starred values were filed as active, the others as inactive; ? = inconclusive; . = not tested or not shown.

SMILES	SIRT5 block	LGR2 antag	DENV2 CPE	EWS-Fli inh	PAX8 inh HTS	ARNT-TACC3 inh	Casp6 inh
COC(=O)[C@@]12CCCN1[C@H](c1ccc(-c3ccc(Cl)c(Cl)c3)c(OC)c1)[C@H]1C(=O)N(C)C(=O)[C@H]12	.	-4	-8	12	12	3	3
COc1ccc(NC(=O)COC(=O)CCC2CCCCC2)cc1	-1	0	4	4	-9	-3	0
COc1ccccc1N1C(=O)C2C(C(=O)c3ccccc3)=NN(c3ccc(C)cc3)C2C1=O (stereo not given)	.	6	2	-2	20	.	1
CO[C@H]1CN(C)C(=O)c2cc(NC(=O)Nc3cccc(F)c3)ccc2OC[C@@H](C)N(C(C)=O)C[C@H]1C	-6	-5	2	0	.	3	-1
C[C@@H]1CN([C@@H](C)CO)C(=O)c2cc(C#Cc3ccccc3)cnc2O[C@H]1CN(C)S(=O)(=O)c1ccccc1F	1	2	?	-1	21	-2	1
CCOc1ccc(-n2c(=O)c3ccccc3c3ccccc3c2=O)cc1	-1	17	?	6	-9	1	-4
CC(C)(C)CC(=O)Nc1nnc(SCC(=O)NC2CCCCC2)s1	-2	14	10	1	16	2	-2
CCN(C(=O)COC(=O)c1ccccc1SCC(=O)NC1CCCCCCC1)C1CCS(=O)(=O)C1 (stereo not given)	.	-2	.	.	17	1	.
CO[C@@H]1CN(C)C(=O)c2cc(NC(=O)C3CC3)ccc2OC[C@@H](C)N(C(=O)c2cnccn2)C[C@H]1C	-4	-10	0	7	2	-11	-1
COc1cccc(CNC(=O)C[C@H]2CC[C@H]3[C@H](COc4ccc(NC(C)=O)cc4C(=O)N3C)O2)c1	.	4	?	0	-6	0	.
S=c1nc2ccccc2c2nc(-c3cccnc3)[nH]n12	-1	-3	-12	-17	-49	2	-3
CC(=O)Nc1ccc(NC(=O)CSc2cn(CC(=O)N3CCOCC3)c3ccccc23)cc1	2	-1	-4	6	-25	0	.
C[C@@H]1CN([C@H](C)CO)C(=O)c2cccc(N(C)C)c2O[C@H]1CN(C)C(=O)Nc1ccccc1	-4	-4	11	-10	-6	-5	2
Cn1c(=O)cc(Nc2ccccc2)[nH]c1=O	-1	-6	2	11	7	1	-2
CCN(CC)CCN(C)C(c1ccnc2ccccc12)c1nnnn1-c1ccc2c(c1)OCCO2 (stereo not given)	1	17	-14	2	6	.	-23
CCOc1ccc(C(=O)NCC(=O)OCc2ccc(F)cc2Cl)cc1	-4	-5	18	-5	-8	.	1
C[C@H](NC(=O)[C@H]1[C@H](CO)[C@H]2Cn3c(ccc(C4=CCCC4)c3=O)[C@@H]1N2C(=O)C1CC1)c1ccccc1	-16	-5	10	-6	9	.	0
C[C@@H]1CCCCO[C@H](CN(C)C(=O)Nc2ccc3c(c2)OCO3)[C@@H](C)CN([C@H](C)CO)C(=O)c2cc(NC(=O)NC3CCCCC3)ccc2O1	.	-12	.	-5	-5	-3	.
O=C(O)Cc1ccc(NC(=O)c2ccc3c(c2)C(=O)N(Cc2ccco2)C3=O)cc1	1	-12	-3	.	1	4	26
Cc1cccc(S(=O)(=O)N2CC[C@@H]3[C@H]2c2cc(C#Cc4cccc(F)c4)ccc2N[C@@H]3CO)c1	5	0	9	-11	-16	11	0
CCOC(=O)CN1C(=O)N[C@@H](c2ccco2)C(C(C)=O)=C1C	-1	5	-5	-5	-13	1	-6
CN(C)CC(=O)N1[C@H](C(=O)Nc2nccs2)[C@@H](CO)[C@@H]2Cn3c(ccc(C4=CCCCC4)c3=O)[C@@H]21	1	-1	-2	0	-24	31	1
COc1ccccc1CNC(=O)CCC1N=C2c3ccccc3N=C(SCC(=O)NCC3CCCO3)N2C1=O (stereo not given)	-3	-3	-8	4	12	-1	2
CNC[C@@H]1Oc2c(NC(=O)c3nc4ccccc4s3)cccc2C(=O)N([C@@H](C)CO)C[C@@H]1C	5	6	5	-2	-11	-4	1
O=C(Cc1ccc(F)cc1)OCC(=O)N1CCN(S(=O)(=O)c2ccc(Cl)cc2)CC1	19*	8	-1	-10	101*	-6	3
CCOC(=O)N1CCC(NC(=O)c2ccc(CO)c(C(=O)NC3CCN(C(=O)OCC)CC3)c2)CC1	-1	-1	-2	0	-2	.	2
CC1CCN(c2nc3ccc(C(=O)N4CCN(Cc5ccccc5)CC4)cc3s2)CC1	.	14	-1	-42	-44	-1	-1
C[C@@H]1CN([C@@H](C)CO)C(=O)Cc2cc(NS(=O)(=O)c3ccc(Cl)cc3)ccc2O[C@@H]1CN(C)S(=O)(=O)c1ccc(Cl)cc1	4	6	47*	5	-1	.	5
Cc1ccc(S(=O)(=O)N2CCC(C(=O)OCC(=O)N3CCCCC3C)CC2)cc1C (stereo not given)	-1	-27	?	6	5	-3	-1
Cc1ccc(-c2nnn(CC(=O)NC(=O)NC3CCCCC3)n2)cc1	4	-7	-6	8	9	-1	4
Cc1ccc(-n2nc(C)c3c(C)onc3c2=O)cc1	-3	.	4	-6	6	-4	-2
COC(=O)c1cc(S(=O)(=O)N2CCN(c3ccc(OC)cc3)CC2)cn1C	-3	-11	-7	.	-1	6	3
COc1ccc(-c2nc(NC(C)=O)sc2-c2ccc(OC)cc2)cc1	1	.	-2	11	3	0	-3
O=C(c1cccnc1)N1CCCCN2[C@H](C1)[C@H](c1ccc(C#Cc3cccnc3)cc1)[C@@H]2CO	-1	-20	10	-11	-10	3	-3
Cn1c(O)c(N=NC(=O)CNC(=O)/C=C/c2ccccc2)c2ccccc21	4	4	-2	2	3	1	5
COc1ccccc1N1CCN(CC(=O)Nc2ccc(Cl)c(C(F)(F)F)c2)CC1	1	-3	1	6	.	-5	1
COc1cc(C(=O)Nc2ccc(N(C)C)cc2)c([N+](=O)[O-])cc1OC	-4	-103	2	-46	-87	-3	0
Cc1ccc(C(=O)NNC(=O)C(C)Oc2ccc3ccccc3c2)o1 (stereo not given)	1	-1	-5	-2	-13	-3	2
COC(=O)c1ccc(OC)c(CSc2nnc(-c3ccc(C)cc3)o2)c1	-2	5	-4	-2	-13	5	-1
C/C=C/c1cnc2c(c1)C(=O)N([C@H](C)CO)C[C@H](C)[C@@H](CN(C)C(=O)NC1CCCC1)O2	1	-4	10	-10	.	-16	0
C[C@@H]1CN([C@H](C)CO)C(=O)c2cc(NS(=O)(=O)c3ccc(Cl)cc3)ccc2O[C@H]1CN(C)Cc1ccc(Oc2ccccc2)cc1	10	-16	17	-9	.	-2	0
O=C(CN1CCCC1)Nc1cc(F)ccc1F	-2	4	4	9	4	1	-1
O=C1c2cc([N+](=O)[O-])ccc2-c2cc(Br)c(N=C(NO)C(F)(F)F)cc21	.	13	14	-9	11	-4	1
COc1ccc(NC(=O)Nc2ccc3c(c2)[C@@H]2C[C@@H](CC(=O)NCc4ccncc4)O[C@H](CO)[C@@H]2O3)cc1	-3	-7	4	-8	-5	-6	3
Cc1cccc(-n2c(O)c(C=NC3CCS(=O)(=O)C3)c3ccccc3c2=O)c1C (stereo not given)	-3	6	1	4	17	-9	2
C[C@@H]1CN([C@@H](C)CO)C(=O)c2cc(NC(=O)Nc3ccc(F)cc3)ccc2O[C@@H](C)CCCCO[C@H]1CN(C)S(=O)(=O)c1cn(C)cn1	7	-5	0	0	-4	13	2
COc1ccc(/C=C(\C#N)C(=O)C(C)(C)n2cncn2)cc1	-3	13	-2	8	16	0	0
O=C(Nc1ccc(Cc2ccncc2)cc1)c1cc([N+](=O)[O-])ccc1N1CCOCC1	.	9	-4	17	20	18	-2
Cn1c(=O)c([N+](=O)[O-])c(Cl)c2ccccc21	-2	-8	.	61*	101*	-6	4
CCc1nnc(NC(=O)CSc2nc3cc(OC)ccc3cc2C)s1	-5	33	0	11	-16	-2	-4

Just PAX8 inh HTS and Casp6 inh (two entries from above):
Compound | PAX8 inh HTS | Casp6 inh
CCc1nnc(NC(=O)CSc2nc3cc(OC)ccc3cc2C)s1 | -16 | -4
CC(=O)Nc1ccc(NC(=O)CSc2cn(CC(=O)N3CCOCC3)c3ccccc23)cc1 | -25 | .

The list continues:
SMILES	SIRT5 block	LGR2 antag	DENV2 CPE	EWS-Fli inh	PAX8 inh HTS	ARNT-TACC3 inh	Casp6 inh
CCC(=Nc1ccccc1)C1=C(O)CCCC1=O	-3	0	8	-3	19	.	-1
CC(C)CNC(=O)CO/N=C/c1ccccc1Cl	-3	-3	-2	1	10	-3	-3
COc1ccc2sc(-c3ccc(N(C)C)cc3)c(-c3cnc(OC)nc3)c2c1	0	-20	13	-67	-103	24	-1
Cc1ccc(C2CC(=O)C=C(NCC(C)C)C2)cc1 (stereo not given)	15*	-3	-5	7	8	-6	1
CC(C)CC(=O)NC(C)C(c1cccs1)N1CCOCC1 (stereo not given)	-1	4	3	2	-20	-2	1
C[C@H]1CN([C@@H](C)CO)C(=O)Cc2cc(NC(=O)c3ccncc3)ccc2O[C@H]1CN(C)S(=O)(=O)c1ccccc1	-2	-11	-7	1	-19	6	4
CC[C@]12c3[nH]c4cc(CCC(=O)N(C)C)ccc4c3CCN1C(=O)[C@@H](CC(=O)NCCCN(C)C)C[C@@H]2C(=O)N1CCN(C(=O)c2ccco2)CC1	-3	17	10	-1	-14	1	-33
C=CCN(CC=C)CCOc1ccccc1F	0	-5	3	-10	1	-5	-13
CSc1ccccc1OCc1cc(C(=O)N2CCN(Cc3nccn3C)CC2)no1	-2	-12	15	-2	8	8	-19
Cc1cc(-c2ccc3ccccc3c2)n2ncnc2n1	-15	-18	.	13	-1	-6	0
CSc1c2c([nH]c(=O)c1C#N)-c1ccccc1CC2	.	15	-3	5	15	.	-1
COc1ccc(Cl)cc1S(=O)(=O)NCc1nc2nc(C)cc(C)n2n1	-12	4	-4	-5	-6	-2	-1
C[C@H](CO)N1C[C@H](C)[C@@H](CN(C)Cc2ccc3c(c2)OCO3)OCCCC[C@H](C)Oc2ccc(NC(=O)Nc3cccc4ccccc34)cc2C1=O	.	6	-24	47	31	9	.
COc1ccc(N(CC(=O)NCCSCc2ccccc2C)S(=O)(=O)c2ccccc2)cc1	-1	14	1	.	18	-4	0
CC(NC(=O)C(=O)N1CCCCC1)C(c1cccs1)N1CCN(c2ccccc2F)CC1 (stereo not given)	-3	13	7	.	9	1	3
C[C@H](CO)N1C[C@H](C)[C@H](CN(C)S(=O)(=O)c2cccc(F)c2)Oc2ncc(-c3cccc(C(F)(F)F)c3)cc2C1=O	15	13	13	23	41	-3	3
C[C@H](CO)NC(=O)[C@H](C)[C@@H]1C[C@@]1(C)[C@@H](NC(=O)OCc1ccccc1)c1ccccc1	.	12	8	-4	-5	2	2
CN(CC(=O)Nc1ccc(Cl)c(Cl)c1)CC(=O)N1CCc2ccccc21	.	-1	15	14	26	.	2
COc1cccc(N2CCN(C(=O)c3ccc(CS(=O)c4ccccc4Cl)o3)CC2)c1 (stereo not given)	0	-5	-1	51*	93*	4	3
C=CCSc1nnc(N2C(=O)C(O)=C(C(=O)c3ccco3)C2c2ccc(F)cc2)s1 (stereo not given)	1	6	1	0	4	9	6
CC(C)NC(=O)Nc1ccc2c(c1)C(=O)N([C@H](C)CO)C[C@@H](C)[C@H](CN(C)S(=O)(=O)c1ccccc1)OCCCC[C@@H](C)O2	5	-4	-3	10	1	-7	1
C[C@H]1CN([C@@H](C)CO)C(=O)c2cc(NC(=O)CCC(F)(F)F)ccc2O[C@H]1CN(C)Cc1ccc(-c2ccccc2)cc1	-4	-2	9	7	.	-3	1
CCCc1cc(=O)oc2cc(OCC(=O)NCC(O)c3ccccc3)ccc12 (stereo not given)	0	22	10	14	4	-15	2
